# Bioassay records: PubChem BioAssay, The Scripps Research Institute Molecular Screening Center
# PAFAH2 FP inh – PAFAH2 enzyme inhibitors, primary screen, biochemical, fluorescence polarization, human. 340,000 compounds, 0.99% hits. Platelet-activating factor acetylhydrolase 2, cytoplasmic (Homo sapiens), Q99487. recombinant PAFAH2, FP-rhodamine activity probe. AID 492956, 2010. inhibition, % at 3.39 µM;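 active = inhibition above the mean over all tested compounds plus 3 SD, cut at about 30% in these data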;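 note: inhibitors block probe labeling of enzyme so polarization drops; 0% = enzyme with DMSO and 100% = wells lacking PAFAH2 protein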
# PAFAH1B2 inh – PAFAH1B2 enzyme inhibitors, primary screen, biochemical, fluorescence polarization, human; AID 492953, 2010; 340,000 compounds, 1.2% hits; recombinant PAFAH1B2, FP-rhodamine activity probe; inhibition, % at 3.39 µM;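 active = inhibition above the mean of all tested compounds plus 3 SD, cut at about 24% in these data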;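 note: 0% = enzyme with DMSO and 100% = wells lacking PAFAH1B2; many of its hits are not listed in these tables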
# Target sequence (P68402 whole entry, looked up): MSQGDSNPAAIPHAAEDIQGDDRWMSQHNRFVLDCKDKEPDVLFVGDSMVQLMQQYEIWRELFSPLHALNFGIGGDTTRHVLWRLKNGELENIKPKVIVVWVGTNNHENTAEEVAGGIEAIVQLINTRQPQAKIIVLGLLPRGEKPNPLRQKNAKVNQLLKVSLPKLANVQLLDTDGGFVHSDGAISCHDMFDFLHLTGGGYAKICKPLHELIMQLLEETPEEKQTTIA
# pPAFAH inh – pPAFAH enzyme inhibitors, primary screen, biochemical, fluorescence polarization, human. recombinant pPAFAH, FP-rhodamine probe fluorescence polarization. inhibition, % at 3.39 µM. 330,000 compounds, 1.5% hits;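 active = inhibition above the mean inhibition across the screen plus 3 SD, cut at about 25% in these data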;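 note: inhibitors block binding of the rhodamine activity-based probe so polarization drops; 0% = enzyme with DMSO and 100% = wells lacking pPAFAH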
# EBNA-1 inhibitor – EBNA-1 DNA-binding inhibitors, primary screen, biochemical, fluorescence polarization; inhibition, % at 14.8 µM; 300,000 compounds, 0.34% hits; in the data active = inhibition above about 28%
# PAFAH1B3 inh – PAFAH1B3 enzyme inhibitors, primary screen, biochemical, fluorescence polarization, human; recombinant PAFAH1B3, FP-rhodamine probe; Platelet-activating factor acetylhydrolase IB subunit alpha1 (Homo sapiens), Q15102; inhibition, % at 3.39 µM; 340,000 compounds, 0.28% hits;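 active = inhibition above the screen-wide average of all tested compounds plus 3 SD, cut at about 25% in these data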;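 note: 0% = enzyme with DMSO only and 100% = wells lacking PAFAH1B3 protein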
# LYPLA2 inh – LYPLA2 inhibitors, primary screen, counter-screen for PME1 inhibitor project, biochemical, fluorescence polarization, FP-Rh probe ABPP; Acyl-protein thioesterase 2 (Homo sapiens), O95372; recombinant LYPLA2; inhibition, % at 5.9 µM; 320,000 compounds, 0.38% hits; AID 2177, 2009;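 active = inhibition above the screen-wide mean plus 3 SD, limit set per campaign, cut at about 26% in these data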;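 note: 0% = LYPLA2 with DMSO and 100% = wells lacking LYPLA2 enzyme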
# ZTA counter – counter-screen for EBNA-1 inhibitors: inhibitors of Epstein-Barr virus ZTA. ZTA-DNA binding, fluorescence polarization. AID 2234. P03206. inhibition, % at 11 µM. 320,000 compounds, 0.15% hits; in the data active = inhibition above about 33%
# PREPL inhibitor – PREPL enzyme inhibitors, primary screen, biochemical, fluorescence polarization. inhibition, % at 5.96 µM. recombinant PREPL, fluorescence polarization activity-based probe. Prolyl endopeptidase-like (Homo sapiens), Q4J6C6. 320,000 compounds, 0.68% hits. AID 2751, 2010; in the data active = inhibition above about 43%;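 note: 0% = enzyme with DMSO and 100% = wells lacking enzyme; many of its hits are not listed in these tables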
# Target sequence (Q4J6C6 whole entry, looked up): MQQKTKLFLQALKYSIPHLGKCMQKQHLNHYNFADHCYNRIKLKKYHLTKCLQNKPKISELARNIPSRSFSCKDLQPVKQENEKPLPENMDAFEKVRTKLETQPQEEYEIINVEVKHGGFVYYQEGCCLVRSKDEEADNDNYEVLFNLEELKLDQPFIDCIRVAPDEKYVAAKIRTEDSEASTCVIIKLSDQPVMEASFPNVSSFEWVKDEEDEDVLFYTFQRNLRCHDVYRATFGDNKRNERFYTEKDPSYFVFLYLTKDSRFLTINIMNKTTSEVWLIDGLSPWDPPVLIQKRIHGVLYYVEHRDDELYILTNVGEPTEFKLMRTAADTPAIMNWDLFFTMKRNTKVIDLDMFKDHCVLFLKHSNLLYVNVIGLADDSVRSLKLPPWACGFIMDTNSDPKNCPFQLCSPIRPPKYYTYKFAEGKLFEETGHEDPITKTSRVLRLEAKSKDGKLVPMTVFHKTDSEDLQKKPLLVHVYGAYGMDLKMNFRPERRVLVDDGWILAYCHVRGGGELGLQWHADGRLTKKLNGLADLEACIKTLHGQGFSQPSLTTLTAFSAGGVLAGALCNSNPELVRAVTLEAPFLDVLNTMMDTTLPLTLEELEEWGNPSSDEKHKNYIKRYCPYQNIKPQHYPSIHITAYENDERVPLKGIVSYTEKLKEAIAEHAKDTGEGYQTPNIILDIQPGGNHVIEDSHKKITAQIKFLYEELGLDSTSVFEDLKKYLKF
# LYPLA1 inh – LYPLA1 inhibitors, primary screen, counter-screen for PME1 inhibitor project, biochemical, fluorescence polarization, FP-Rh probe ABPP; inhibition, % at 5.9 µM; Acyl-protein thioesterase 1 (Homo sapiens), O75608; 320,000 compounds, 0.16% hits; recombinant LYPLA1; AID 2174, 2009;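 active = inhibition above the mean of all tested compounds plus 3 SD, set per campaign, cut at about 14% in these data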;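 note: inhibitors block serine hydrolase probe labeling of LYPLA1 so polarization falls; 0% = enzyme with DMSO and 100% = wells lacking LYPLA1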
# An asterisk follows results filed as active; / = not tested or not shown; & = joins results of further samples.
SMILES,PAFAH2 FP inh,PAFAH1B2 inh,pPAFAH inh,EBNA-1 inhibitor,PAFAH1B3 inh,LYPLA2 inh,ZTA counter,PREPL inhibitor,LYPLA1 inh
Cc1c(C(=O)NN2CCOCC2)cccc1[N+](=O)[O-],0.7,6.0,-0.7,-14.0,0.8,-0.9,-9.7,7.2,0.6
Cc1cccc(N(C)S(=O)(=O)c2ccc3c(c2)NC(=O)CC(=O)N3)c1,2.0,-1.7,-0.8,-8.8,6.9,5.4,-5.5,11.4,-0.2
CC1CCN(S(=O)(=O)c2ccc(C(C)C)cc2)CC1,-9.7,0.3,-2.3,-1.8,7.5,-9.6,-0.2,-1.9,0.4
COc1cc(CNC2CCCCCCC2)c(Br)cc1OCCO,3.2,3.2,-4.4,-7.6,-1.6,-3.0,-18.9,-7.2,-3.3
COc1ccc(NC(=O)N(C)C[C@H]2Oc3c(NC(=O)c4ccncc4)cccc3C(=O)N([C@H](C)CO)C[C@@H]2C)cc1,1.9,-0.6,-2.1,/,2.5,/,/,6.9,/
O=C(CCNC(=O)c1ccccc1)OCC(=O)c1ccccc1,32.8*,6.7,0.2,-8.4,4.3,4.7,-16.9,17.8,0.8
CN(C)CC1CCCCC1OC(=O)c1ccc(Cl)cc1 (configuration not stated),-5.8,0.8,-3.3,-0.9,-3.6,1.3,-5.2,-26.9,-3.5
N#C/C(=C\c1cccs1)C(=O)c1ccccc1Cl,/,/,-2.6,16.6,/,-12.5,5.2,-12.0,-6.5
CCCCN1C=CC(=C2C(=O)c3ccccc3C2=O)C=C1,-1.4,0.1,9.2,7.3,8.0,0.1,9.4,8.2,0.6
Cc1ccc(N(C(=O)CNC(=O)c2ccco2)C(C(=O)NCC2CCCO2)c2ccccc2)cc1C (configuration not stated),1.6,0.8,-4.4,-13.3,8.8,1.2,14.0,3.8,-0.3
Cc1nc2ccc(Cl)cc2c(-c2ccccc2Cl)c1CC(=O)O,8.4,-1.0,0.3,-6.1,3.1,-2.5,-6.9,-5.7,0.9
COCCC(=O)N1CCC(Oc2ccc(C(=O)NC3Cc4ccccc4C3)cc2)CC1,5.1,5.8,4.0,3.7,4.4,-6.7,-2.1,15.3,4.1
CSC(=Nc1ccc(Cl)cc1)N[n+]1ccccc1,-3.5,-0.2,2.3,6.5,4.6,-5.5,-2.2,5.5,-6.4
Cc1ccc2nc(C)cc(C(=O)N3CCCC(N4CCN(c5ccccc5C)CC4)C3)c2c1 (configuration not stated),-6.9,4.1,3.3,1.4,-2.9,3.0,-3.0,18.0,-3.3
CCC(C(=O)NCc1ccccc1OC)n1nc(C)n2c(cc3occc32)c1=O (configuration not stated),-3.4,2.7,1.0,5.3,7.1,3.4,-6.5,1.2,1.6
COC(=O)c1ccccc1CC1SC(N)=NC1=O (configuration not stated),7.6,6.3,2.7,-12.4,18.1,8.4,0.8,-0.8,4.8
CCOc1ccc(C(CC(=O)O)NC(=O)COc2ccccc2)cc1 (configuration not stated),-2.1,-0.9,2.6,3.7,-6.7,-2.4,-4.9,6.5,-0.4
CC(=O)NCCn1c(SCC(=O)Nc2ccc(C)cc2)nc2ccccc2c1=O,3.0,2.9,0.9,1.0,1.8,1.8,16.9,2.0,-1.2
O=C1CCC2c3ccc4ccccc4c3CCN12 (configuration not stated),1.3,2.0,17.1,-4.3,-0.6,6.2,-0.5,-17.5,1.6
COc1ccccc1-c1nnc(NC(=O)c2ccc3c(c2)OCO3)s1,-0.6,4.2,-0.8,8.1,-0.9,-0.7,16.4,2.8,-3.9
CC(C)[C@@H](CO)NS(=O)(=O)c1ccc(Br)cc1F,1.5,2.5,2.3,/,1.2,/,/,/,/
N#CCC(=O)Nc1nc(-c2ccc3c(c2)OCCO3)cs1,-1.4,4.0,24.2,5.7,5.9,3.0,-17.4,14.0,-2.1
c1ccc(-c2nc(NCc3ccco3)c3oc4ccccc4c3n2)cc1,-35.8,-9.7,-15.6,-1.1,-8.9,-37.0,8.1,-2.8,-20.5
CN(C)CCNC(C(=O)Nc1cc(Cl)cc(Cl)c1)c1ccccc1 (configuration not stated),1.3,1.1,0.6,-8.9,5.7,0.5,-25.4,-17.4,1.3
COC(=O)CSc1n[nH]c(=S)s1,4.8,4.3,2.5,11.5,-3.3,-3.4,2.2,-2.0,-4.9
C=CCNC(=O)CSc1n[nH]c(-c2cc(Cl)ccc2OC)n1,3.6,2.8,-2.8,7.1,3.5,4.5,-7.6,17.7,0.9
CCOc1ccc(N(C(C)=O)c2nc(C)cc(C)c2C#N)cc1,1.4,2.3,-6.6,-14.7,12.8,-6.4,-0.5,10.8,0.7
COc1cc(C(=O)NCc2ccc3[nH]c(C)cc3c2)cc(OC)c1OC,-5.5,-2.4,5.5,-4.6,5.5,7.6,-27.5,12.4,2.2
O=C(O)/C=C/C(=O)NCc1csc2ccccc12,-1.1,2.4,1.4,3.4,2.6,-0.1,4.5,-4.1,4.9
O=C(NCc1csc2ccc(Cl)cc12)Nc1ccccc1,9.0,2.4,-2.0,11.4,0.4,9.6,-3.1,0.9,1.6
Cc1ccc(C)c(NC(=O)CSc2nnc3n2CCCCC3)c1,-0.9,1.2,3.7,5.0,5.9,1.4,-1.5,-4.1,-2.1
C=C1CCC[C@]2(C)C[C@H]3OC(=O)C(CNCC(C)C)[C@H]3CC12 (some centres not stated),10.9,8.3,3.9,-3.8,4.4,3.3,9.8,-2.2,-3.5
N#C/C(=C\C1CC=CCC1)c1nc2ccccc2[nH]1 (configuration not stated),6.5,0.8,8.8,10.7,6.7,-4.7,0.9,43.0,-5.8
CC(Oc1ccccc1)C(=O)N1CCN(C(=O)C(C)Oc2ccccc2)CC1 (configuration not stated),6.6,-1.4,5.3,12.2,0.9,-6.8,-1.9,-1.5,-4.1
COc1ccc(S(=O)(=O)N2CCC(N3CCCC3)CC2)cc1,-2.9,0.5,-0.5,2.5,14.7,6.1,3.2,9.5,2.9
CCN1CCN(CC#CCOc2ccccc2OC)CC1,5.4,7.2,-2.0,5.3,1.2,-2.2,-10.0,14.5,1.9
CC/C(=N\NS(=O)(=O)c1ccc(C)cc1)c1ccco1,0.8,7.4,-0.3,2.2,2.4,-1.0,4.8,6.7,0.1
COCCN(C(=O)c1ccccc1F)c1nnc(-c2ccc(OC)cc2)s1,4.9,1.5,-2.8,3.6,1.5,-0.3,1.7,-2.0,-3.1
Cc1cccc(NC(=S)NC(NC(=O)c2ccco2)C(Cl)(Cl)Cl)c1 (configuration not stated),8.7,-0.9,-6.4,-12.9,2.4,-6.7,-4.0,-13.3,-4.0
Cc1ccc(C2CC(C(F)(F)F)n3ncc(C(=O)NCc4ccco4)c3N2)cc1 (configuration not stated),3.1,-6.8,-3.5,11.7,2.2,12.5,0.3,-22.3,5.1
COCCCNc1nc2c(-c3ccc(C)cc3)nnn2c2ccccc12,6.9,0.2,2.3,12.8,0.2,-5.8,10.2,2.5,-2.0
O=C(O)CNS(=O)(=O)c1ccc(F)cc1,3.5,-2.5,4.4,2.3,15.7,7.5,-10.5,8.5,0.8
O=C(CSc1nnc(-c2ccncc2)n1Cc1ccco1)OC1CCCCC1,-0.1,-0.1,-2.7,7.8,-5.9,0.7,6.8,1.7,-2.0
Cc1nc(N2CCOCC2)c2c(C)c(C(=O)Nc3ccc(C(F)(F)F)cc3)sc2n1,-6.6,0.7,-7.7,1.2,-7.6,-10.3,-6.9,32.0,-12.7
C=CCc1cccc2cc(C(=O)N3CCOCC3)c(=O)oc12,-0.1,1.5,1.9,8.1,3.9,1.3,-9.2,0.5,2.9
O=C1CC(c2ccco2)CC2=C1C(c1ccccc1)n1nc(C(F)(F)F)nc1N2 (configuration not stated),7.5,1.6,7.2,0.8,-4.4,-4.6,15.3,-4.6,-3.3
Cn1c(COc2ccc3ccccc3c2)nnc1SCC(=O)O,2.2,7.5,-2.4,-1.3,1.8,0.8,9.7,15.1,2.9
COc1ccc(CNC(=O)CS(=O)(=O)Cc2nc(-c3cccc(OC)c3)oc2C)cc1,6.7,4.3,7.5,-12.2,3.5,-2.6,-16.1,-0.4,-0.2
COc1ccc(CNC(=O)c2cc(C(=O)C3CC3)c[nH]2)cc1,5.8,1.5,-0.1,-1.7,5.4,3.9,-13.7,4.5,-3.6
COCCc1ccc(OCC(O)CNC(C)C)cc1 (configuration not stated),-0.8&7.6&-1.3,-2.6&3.5&-0.7,-2.0&-3.2&2.5,1.8&-0.8,8.6&3.3&6.2,6.5&2.4,-3.8&-10.1,21.2&16.0&1.8,1.6&-2.8
O=C1C(Cc2ccccc2)Nc2ncnc(N3CCCCC3)c2N1Cc1ccc(Cl)cc1 (configuration not stated),6.0,11.7,3.8,8.5,13.1,-1.2,-10.6,2.5,-3.5
O=C(OCCN1CCOCC1)c1cccnc1,2.8&2.9,-0.3&-2.6,4.8&1.8,6.8&8.6,9.9&7.2,6.9&-1.4,-7.9&-2.0,6.5&0.0,-0.5&-1.7
Cn1cccc1Cc1nnc(SCC(=O)NCCc2ccccc2)n1-c1ccc(F)cc1,3.3,9.1,11.5,-6.4,-2.5,1.9,-1.0,5.8,0.3
Cc1ccc(NC(=O)COC(=O)COc2ccc(Cl)cc2C)c([N+](=O)[O-])c1,-14.3,5.6,7.8,-0.3,9.2,20.6,11.4,28.6,-3.1
CCOC(=O)c1ccc(N=C2NC(=O)CS2)cc1,3.6,-2.6,2.1,3.2,6.3,-2.3,-0.5,-9.5,2.6
CCCc1nnc(NC(=O)CCC(=O)N2CCN(c3nc(C)cc(C)n3)CC2)s1,2.5,7.4,6.5,-1.2,6.0,-4.2,-5.6,7.6,0.8
O=C(NCCc1ccccc1)C1CCCN(c2cnccn2)C1 (configuration not stated),-0.4,1.9,1.1,-20.6,4.2,6.5,0.1,15.9,1.2
COc1ccc(N/N=C(C)/C(=N/O)C(=O)Nc2ccccc2)cc1,6.8,7.4,3.0,1.9,4.0,-4.9,11.0,-1.7,-3.3
Cc1ccc(-n2nnnc2-c2nc3ccccc3s2)cc1,-9.1,1.9,4.5,11.3,10.9,-3.2,-3.3,-3.0,3.0
CCCOc1ccc(Cc2c(O)nc(SC)[nH]c2=O)cc1,1.1,2.2,1.7,2.4,-0.7,-3.8,8.1,-10.0,0.3
# New compounds follow.
SMILES,PAFAH2 FP inh,PAFAH1B2 inh,pPAFAH inh,EBNA-1 inhibitor,PAFAH1B3 inh,LYPLA2 inh,ZTA counter,PREPL inhibitor,LYPLA1 inh
Oc1ccccc1CNc1nccs1,5.0,6.5,3.8,6.2,-1.2,2.0,5.8,-6.4,-0.6
CCSc1nnc(Cc2cc(=O)[nH]c(=O)[nH]2)n1-c1ccc(F)cc1,7.3,5.0,3.8,10.9,3.4,3.9,13.1,2.1,0.5
O=C(O)c1ccccc1-c1ccccc1C(=O)Nc1ccc2c(c1)CCC2,5.8,8.9,3.0,5.6,5.8,2.2,9.3,-0.7,2.9
COc1ccc(Cl)cc1-c1nc(SCC(=O)NC2CCCC2)n[nH]1,6.3,7.2,2.2,/,0.4,/,/,14.0,/

# Not all compounds are listed; count on the stated rates, not on these rows.
